TRAIL sens C8: sensitizes caspase-8 expressing cells to TRAIL | NB7+C8 cells + TRAIL, ATPlite viability luminescence | inhibition (viability loss, TRAIL sensitization), % at 10 µM | 1% of 360,000 active | AID 624354;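 active means compounds causing at least 50% loss of cell viability in the single-dose screen, relative to plate controls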
Shn3 inh set2: Schnurri-3 reporter inhibition in Clone20 osteoblasts. 0.52% of 360,000 active. AID 588674. inhibition, % at 12.5 µM. Clone20 osteoblast Shn3 3'UTR firefly luciferase, 24 h;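 active means mean inhibition of at least 75% with every replicate also reaching 75%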;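 further: 0% = median of neutral control wells and 100% = pilot-screen positive control compound; some compounds past the cut are filed as inactive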
LRH-1 inv ag: inverse agonists of human LRH-1 (NR5A2). 0.13% of 360,000 active. HEK293T StAR-luciferase reporter, LRH-1 transfected, 24 h. inhibition, % at 3.6 µM. O00482;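 active means inhibition above the mean inhibition of all tested compounds plus 3 SD, cut at about 73% in these data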;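 further: 0% = DMSO wells and 100% = reporter-only cells lacking LRH-1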
Target sequence (O00482 whole entry, looked up): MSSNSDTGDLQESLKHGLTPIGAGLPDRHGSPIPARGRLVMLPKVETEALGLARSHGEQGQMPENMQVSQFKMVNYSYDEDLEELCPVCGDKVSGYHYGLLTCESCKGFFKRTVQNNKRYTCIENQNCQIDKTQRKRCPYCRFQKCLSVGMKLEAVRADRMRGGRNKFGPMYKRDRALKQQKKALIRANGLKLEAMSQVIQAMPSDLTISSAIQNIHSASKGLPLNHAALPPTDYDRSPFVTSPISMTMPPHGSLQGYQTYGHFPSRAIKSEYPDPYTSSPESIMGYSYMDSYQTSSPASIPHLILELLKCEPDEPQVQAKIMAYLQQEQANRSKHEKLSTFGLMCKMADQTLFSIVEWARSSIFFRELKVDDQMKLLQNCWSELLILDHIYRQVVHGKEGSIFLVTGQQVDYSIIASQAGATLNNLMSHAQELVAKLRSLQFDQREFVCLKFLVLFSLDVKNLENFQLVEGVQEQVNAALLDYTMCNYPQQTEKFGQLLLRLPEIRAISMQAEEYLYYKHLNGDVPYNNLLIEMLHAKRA
EBV LMP1 NFkB: reduces LMP1-driven NF-kappaB luciferase signal. LMP1-induced NF-kappaB luciferase reporter cells, luminescence. inhibition, % at 12.5 µM. 0.69% of 350,000 active; in the data active means inhibition above about 41%;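 further: 0% = neutral control wells and 100% = reference inhibitor control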
TWEAK Fn14 block: TWEAK-Fn14 signaling inhibition. TWEAK-stimulated Fn14 reporter cells, luciferase luminescence, 8 h. 2% of 360,000 active. inhibition, % at 10 µM; in the data active means inhibition above about 50%
SRC1 inh: human NCOA1 inhibition | HEK293 GAL4-SRC1 luciferase reporter, luminescence | Q15788 | inhibition, % at 3.6 µM | 0.12% of 360,000 active;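 active means inhibition above the campaign mean plus 3 SD, with each screening campaign given its own cutoff, cut at about 60% in these data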;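 further: 0% = DMSO treated cells and 100% = gossypol at 36 µM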
KKLEB tox: CF airway cell cytotoxicity counter-screen. activity change (cytotoxicity), % at 5 µM. 0.36% of 360,000 active. KKLEB CF airway cells viability, ATPlite luminescence, overnight; hits give low values; cells stimulated with P. aeruginosa culture filtrate;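 active means corrected activity change at or below -50% at 5 µM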
CF NFkB inh: inhibitors of cystic fibrosis induced NF-kB; KKLEB NF-kB-GFP reporter, PAF-induced, GFP fluorescence overnight; inhibition, % at 5 µM; 0.86% of 360,000 active; AID 588850;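 active means at least 50% inhibition at 5 µM, scaled per plate between neutral and stimulator controls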;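 further: PAF is a Pseudomonas aeruginosa culture filtrate used as stimulus; plate controls were PAF-stimulated DMSO wells for no effect and unstimulated DMSO wells for full effect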
NR2F2 inh: NR2F2 (human) inhibition, primary screen; P24468; HEK293T NGFI-A luciferase reporter, luminescence; inhibition, % at 8.6 µM; 0.7% of 370,000 active;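 active means inhibition above a per-plate cutoff, mean inhibition of test wells between control levels plus 3 SD, cut at about 38% in these data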;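 further: cells cotransfected with COUP-TFII expression vector driving the NGFI-A reporter; 0% = median of COUP-TF2 test wells and 100% = reporter-only cells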
Target sequence (P24468 whole entry, looked up): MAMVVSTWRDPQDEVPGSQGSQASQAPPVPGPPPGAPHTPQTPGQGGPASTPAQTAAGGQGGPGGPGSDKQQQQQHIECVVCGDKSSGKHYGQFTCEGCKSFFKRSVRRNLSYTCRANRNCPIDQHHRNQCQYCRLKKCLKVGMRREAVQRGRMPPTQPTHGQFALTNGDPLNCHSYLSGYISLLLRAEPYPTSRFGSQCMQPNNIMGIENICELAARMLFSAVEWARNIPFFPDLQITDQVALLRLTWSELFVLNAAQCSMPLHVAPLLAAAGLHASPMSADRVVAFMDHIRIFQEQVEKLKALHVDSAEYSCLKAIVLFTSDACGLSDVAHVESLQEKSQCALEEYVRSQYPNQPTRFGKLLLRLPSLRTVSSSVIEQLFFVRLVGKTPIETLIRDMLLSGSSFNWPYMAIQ
TROY NFkB inh: TROY signaling inhibition. Q293 LMP1-TROYcd NF-kB luciferase reporter, 4 h. inhibition, % at 10 µM. 0.98% of 360,000 active;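 active means compounds whose plate-normalised and pattern-corrected inhibition of the luciferase reporter signal at the single screening dose is 50% or more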
SRC3 inh: inhibits human SRC3 coactivator. Q9Y6Q9. HEK293 GAL4-SRC3 luciferase reporter, luminescence. inhibition, % at 3.6 µM. 0.17% of 360,000 active;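 active means inhibition above a per-campaign cutoff, the mean of all compounds plus 3 SD, cut at about 60% in these data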;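 further: 0% = DMSO-treated cells and 100% = gossypol-treated cells at 36 µM; higher means less SRC3-driven luciferase light from the GAL4 reporter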
Active calls of the source: *; / = no result given; & = joins results of further samples. An excerpt, so the mix of outcomes need not match the whole.

SMILES | TRAIL sens C8 | Shn3 inh set2 | LRH-1 inv ag | EBV LMP1 NFkB | TWEAK Fn14 block | SRC1 inh | KKLEB tox | CF NFkB inh | NR2F2 inh | TROY NFkB inh | SRC3 inh
C=CCn1c(=O)c2ccccc2n2c(SCC(=O)NCc3cccs3)nnc12 | -17 | -3 | -8 | 7 | 23 | -11 | -1 | -17 | -2 | 17 | -4
CCOc1ccc(CN2CCN(Cc3cccn3-c3ncccn3)CC2CCO)cc1 (stereo unspecified) | 13 | -31 | -2 | -11 | 3 | -13 | 8 | -1 | -11 | -3 | -6
Cc1cc(Br)cc2c(C(=O)Nc3c(C)n(C)n(-c4ccccc4)c3=O)cc(-c3cccs3)nc12 | 25 | 9 | 8 | -15 | 21 | -13 | -46 | 17 | -5 | -8 | -9
COc1ccc(NC(=O)CSc2nnc(NC(=O)c3ccc(S(=O)(=O)N4CCOCC4)cc3)s2)cc1 | 31 | -7 | 16 | 3 | -26 | -7 | 11 | -6 | -18 | -63 | 18
C/C(=N/NC(=O)CNC(=O)CCc1ccccc1)c1ccc(Cl)cc1 | 30 | -89 | -13 | 4 | 3 | -4 | 1 | -8 | 10 | -27 | -5
COc1cccc(C2CCCN2Cc2nc(-c3cnccn3)no2)c1 (stereo unspecified) | 0 | / | 3 | -14 | -13 | -34 | 14 | -1 | 11 | 6 | 8
Cc1ccc2cc(-c3noc(C(C)(C)C)n3)c(=O)[nH]c2c1 | 0 | -27 | 5 | -6 | -2 | -17 | 5 | 8 | -14 | -20 | -4
O=C(CN1C(=O)NC2(CCOc3ccccc32)C1=O)Nc1cccc([N+](=O)[O-])c1 (stereo unspecified) | -3 | 89* | 42 | -14 | -8 | 2 | -9 | 0 | 1 | -3 | -4
CC(C)C1C(=O)N(Cc2cn(CCC3OCCO3)nn2)CCS(=O)(=O)N1Cc1ccc(-c2ccc(Cl)cc2)cc1 (stereo unspecified) | 15 | 85 | -17 | 2 | 49 | 4 | -12 | 6 | 6 | 39 | 6
COc1ccc(/C=C/C(=O)Nc2cc(S(=O)(=O)N3CCOCC3)ccc2C)cc1OC | -8 | 7 | -8 | 12 | 5 | -1 | 1 | 3 | 21 | -8 | 5
COc1ccc(C2c3ccc4ccccc4c3Oc3ncn(CCCO)c(=N)c32)cc1OC (stereo unspecified) | 1 | 27 | 4 | -29 | -10 | 11 | -24 | 20 | -15 | -7 | 15
CC1(N2CCCCC2)CC2(O)C(=[N+]1[O-])CCC/C2=N\O (stereo unspecified) | -6 | -12 | 6 | 2 | -18 | -6 | 0 | -8 | -3 | 9 | 13
c1ccc2c(c1)cnc1ccccc12 | -7&-15 | -5&-8 | -16&11 | 2 | 7&11 | 14&15 | 3&-5 | 0&4 | -7&12 | 1&-7 | -14&7
CC(C)OCCCNC(=O)c1ccc2c(c1)NC(=O)c1ccccc1S2 | -7 | 11 | -17 | 6 | 15 | -17 | 7 | -7 | 8 | 5 | 6
O=C(CCN1CCN(Cc2ccccc2)CC1)NNC(=O)Nc1cccc([N+](=O)[O-])c1 | 0 | 6 | 14 | 2 | -5 | 9 | 13 | 6 | 27 | 14 | 10
Cc1ccc(N2CC(C(=O)N3CCOCC3)CC2=O)cc1C (stereo unspecified) | 19 | 10 | -35 | -2 | 18 | 12 | 2 | 0 | -6 | 5 | -32
O=C(N/N=C/c1ccccc1O)c1cccc2ccccc12 | 17 | 85 | 3 | 38 | -19 | 9 | 1 | 0 | 11 | -16 | 32
CSCCC(NC(=O)c1cc(S(=O)(=O)N2CCOCC2)ccc1F)c1nc2ccccc2[nH]1 (stereo unspecified) | -4 | -12 | -5 | 1 | -1 | -6 | 0 | 3 | 2 | 15 | 10
O=C(/C=C/c1ccccc1)N/C(=C\c1ccco1)C(=O)O | -2 | -21 | 2 | -22 | 18 | -13 | 14 | -7 | 11 | 11 | 2
Cc1ccnc(NC(=O)CCNC(=O)c2ccc(Cl)cc2)c1 | 5 | -91 | -164 | -21 | 11 | -97 | 6 | 1 | -29 | 26 | -85
Cc1ccc([C@@H]2[C@@H]3C(=O)N(C)C(=O)[C@@H]3[C@]3(C)C(=O)N(Cc4ccccc4)CC(=O)N23)o1 | -9 | -17 | 8 | -17 | -12 | 14 | -12 | 7 | 13 | -19 | 16
O=C1N(Cc2ccccc2F)c2ccccc2C12OCCCO2 | -5 | 8 | 14 | -2 | -12 | 3 | 0 | -2 | 2 | -2 | 9
CC(=O)N=c1sc(C(C)(C)C)c(C)n1C | 6 | 3 | -16 | -2 | 23 | 4 | 7 | -3 | 13 | / | 16
CCN(CC)S(=O)(=O)c1ccc(Oc2ccccc2)cc1 | -4 | 46 | 7 | -8 | -31 | 1 | -7 | 11 | 4 | -11 | 1
Cc1ccc(S(=O)(=O)N/N=C2/CC(=O)CC(C)(C)C2)cc1[N+](=O)[O-] | -12 | 8 | -9 | -2 | 21 | 8 | 6 | 2 | 0 | 4 | 15
COc1ccc(C(=O)COC(=O)c2cc(=O)c3ccccc3o2)cc1 | -4 | 1 | 2 | 3 | -1 | 1 | 0 | -22 | 14 | 3 | -5
CC1CCC(NCc2ccco2)CC1 (stereo unspecified) | -6 | -8 | 10 | -7 | -9 | -9 | 8 | -9 | -5 | 2 | 18
CCn1c(=NC(=O)CSC(C)=O)sc2cc(OC)ccc21 | -7 | -43 | -23 | 6 | -31 | 4 | 6 | -6 | -6 | -18 | -1
Cc1ccc(N2CC(C(=O)Nc3nnc(SCCN4CCOCC4)s3)CC2=O)cc1C (stereo unspecified) | 25 | 11 | -12 | 2 | -5 | -4 | 13 | 15 | 13 | -5 | 4
CCOC(=O)c1ccc(N2C(=O)CC(SCC(=O)Nc3ccc(S(N)(=O)=O)cc3)C2=O)cc1 (stereo unspecified) | 2 | 6 | 17 | 0 | -5 | -12 | 11 | -3 | 10 | -1 | 4
COc1ccc(/C=N/NC(=O)c2ccc(Cn3cc([N+](=O)[O-])cn3)o2)c(OC)c1C | 17 | 19 | -19 | -2 | -21 | -145 | -25 | 17 | 6 | 30 | -23
COc1ccc2oc(C(=O)NCC(c3ccco3)N(C)C)c(C)c2c1 (stereo unspecified) | 12 | -14 | -20 | -23 | -22 | -41 | -4 | -8 | -6 | -16 | -37
Cc1nnc(NC(=O)C2CC(=O)N(c3ccccc3)C2)s1 (stereo unspecified) | -2 | 5 | -6 | 1 | 6 | -20 | 3 | 6 | -3 | 2 | -4
N#CC(c1nc2ccccc2nc1N1CCCC1)S(=O)(=O)c1cccs1 (stereo unspecified) | 2 | 1 | 4 | 6 | -9 | -29 | 1 | 4 | 10 | -29 | 3
COc1ccc(CN2C(=O)c3cccnc3C2=O)cc1S(=O)(=O)N1CCOc2ccccc21 | -22 | -30 | -10 | 11 | 2 | -3 | 1 | -7 | 21 | -7 | 0
Cc1nn(-c2ccccc2)c(C)c1/C=N/NC(=O)c1cc(O)cc(O)c1 | 8 | -3 | 10 | -6 | 6 | 12 | -8 | 2 | -9 | -16 | -11
CN(C)CCNC(C(=O)Nc1cccc(S(=O)(=O)N2CCOCC2)c1)c1ccccc1 (stereo unspecified) | 22 | 0 | -8 | 3 | 9 | -39 | 0 | 1 | -12 | 3 | 2
COc1ccc(-c2cc3nnc(-c4ccccc4)nc3s2)cc1 | 37 | 3 | -15 | 24 | 72* | -20 | -9 | -10 | -30 | 63* | -11
Oc1cccc2ccc(/C=C/c3c(F)cccc3Cl)nc12 | 20 | -14 | -93 | -5 | 19 | -109 | -10 | -8 | -56 | 11 | -53
Cc1ccsc1/C=N/N1CCOCC1 | -3 | -3 | 2 | -2 | 5 | -5 | 6 | -24 | 3 | -22 | -13
Cc1ccc(S(=O)(=O)Nc2nc3ccccc3s2)cc1[N+](=O)[O-] | -3 | 15 | 0 | 2 | -1 | -12 | 1 | -1 | -5 | 12 | 4
COC(=O)[C@]1(Cc2ccccc2)N[C@H](c2ccc(-c3cccc(Cl)c3)cc2)[C@@H]2C(=O)N(C)C(=O)[C@@H]21 | 4 | 25 | -10 | 8 | 16 | 14 | -1 | 18 | 1 | -31 | 22
COc1ccc(S(=O)(=O)N2CCCCCC2)cc1C(=O)N(CC(C)C)C1CCS(=O)(=O)C1 (stereo unspecified) | -8 | -16 | 0 | -5 | -5 | -8 | 10 | -5 | -6 | -1 | 1
CNC(=O)CC12CC3CC(CC(C3)C1)C2 | -16 | -13 | 0 | 2 | -16 | -4 | 6 | 8 | -17 | -1 | -4
COC(=O)c1nnn(CC(=O)NC(=O)Nc2cccc(C)c2C)c1C(=O)OC | -6 | 2 | -4 | 5 | 13 | 10 | 3 | 2 | -2 | 11 | 9
CCCc1cc(=O)[nH]c2nnc(SCC(=O)Nc3ccc4c(c3)OCCO4)n12 | -24 | -8 | 4 | -4 | 12 | 9 | -12 | 11 | -15 | 18 | 23
COc1ccc(-c2ccc(SCC(=O)NCc3ccco3)nn2)cc1 | 20 | -76 | -52 | -8 | -8 | -44 | 3 | -16 | -37 | 9 | -50
CC(Oc1ccc(Cl)cc1Cl)C(=O)NCCCCc1ccccc1 (stereo unspecified) | 2 | 0 | -5 | -18 | 1 | 0 | 7 | -18 | 11 | 7 | 12
CC1=CC(C)(C)N(C(=O)CSc2nnc(-c3ccccc3)o2)c2ccc(C)cc21 | -3 | 37 | -9 | 2 | 13 | 4 | 0 | 1 | 22 | -6 | -10
CCN1C[C@@H]2[C@@H]3C(=O)N(Cc4ccccc4)C(=O)[C@@H]3[C@](C)(C(=O)OC)N2C1=NC | -1 | 10 | -9 | -1 | 11 | -14 | 2 | 2 | / | 4 | 4
CCOC(=O)Cc1csc(NC(=O)CCSc2ccccc2)n1 | 7 | 9 | -7 | 7 | -11 | -20 | 2 | 0 | -6 | -7 | -12
O=C(NCCNC(=O)c1ccc(-c2cc(Cl)ccc2Cl)o1)c1cnccn1 | 19 | 39 | 0 | -2 | -53 | 12 | -13 | -14 | 0 | 4 | 15
CCC(CO)Oc1cc(NCc2ccncc2)c2ncn(C(C)C)c2c1 (stereo unspecified) | 5 | -24 | -17 | 3 | 5 | -17 | 9 | -4 | 14 | -14 | -17
O=C(C(NS(=O)(=O)c1cccc2nsnc12)c1ccccc1)N1CCN(c2ccccc2)CC1 (stereo unspecified) | -10 | 10 | 10 | 0 | 16 | 3 | -9 | 15 | 18 | -11 | -3
COC(=O)CCc1c[nH]c2ccc([N+](=O)[O-])cc12 | -5 | 14 | -5 | -15 | 6 | 9 | -10 | 14 | 14 | -14 | -8

Compound profiles (already shown). Screens in order: TRAIL sens C8, Shn3 inh set2, LRH-1 inv ag, EBV LMP1 NFkB, TWEAK Fn14 block, SRC1 inh, KKLEB tox, CF NFkB inh, NR2F2 inh, TROY NFkB inh, SRC3 inh
`CCC(CO)Oc1cc(NCc2ccncc2)c2ncn(C(C)C)c2c1` (stereo unspecified) in the list: 5, -24, -17, 3, 5, -17, 9, -4, 14, -14, -17
`COC(=O)CCc1c[nH]c2ccc([N+](=O)[O-])cc12` in the list: -5, 14, -5, -15, 6, 9, -10, 14, 14, -14, -8
`O=C(NCCNC(=O)c1ccc(-c2cc(Cl)ccc2Cl)o1)c1cnccn1` in the list: 19, 39, 0, -2, -53, 12, -13, -14, 0, 4, 15

Screening results from PubChem.
